Bioassay records: PubChem, several laboratories
BAP1 block: inhibitors of human BAP1 deubiquitinase. 72,000 compounds, 0.48% hits. activity remaining (% of control), % at 20 µM. recombinant BAP1, Ub-AMC hydrolysis fluorescence kinetic; hits give low values. Q92560. AID 436;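 active = activity remaining at or below 50% of control, provided the compound also passes the data quality filters; inactive = the rest, including low values that fail the filters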;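 note: 100% = DMSO wells rate and 0% = substrate alone blank rate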
Target sequence (Q92560 whole entry, looked up): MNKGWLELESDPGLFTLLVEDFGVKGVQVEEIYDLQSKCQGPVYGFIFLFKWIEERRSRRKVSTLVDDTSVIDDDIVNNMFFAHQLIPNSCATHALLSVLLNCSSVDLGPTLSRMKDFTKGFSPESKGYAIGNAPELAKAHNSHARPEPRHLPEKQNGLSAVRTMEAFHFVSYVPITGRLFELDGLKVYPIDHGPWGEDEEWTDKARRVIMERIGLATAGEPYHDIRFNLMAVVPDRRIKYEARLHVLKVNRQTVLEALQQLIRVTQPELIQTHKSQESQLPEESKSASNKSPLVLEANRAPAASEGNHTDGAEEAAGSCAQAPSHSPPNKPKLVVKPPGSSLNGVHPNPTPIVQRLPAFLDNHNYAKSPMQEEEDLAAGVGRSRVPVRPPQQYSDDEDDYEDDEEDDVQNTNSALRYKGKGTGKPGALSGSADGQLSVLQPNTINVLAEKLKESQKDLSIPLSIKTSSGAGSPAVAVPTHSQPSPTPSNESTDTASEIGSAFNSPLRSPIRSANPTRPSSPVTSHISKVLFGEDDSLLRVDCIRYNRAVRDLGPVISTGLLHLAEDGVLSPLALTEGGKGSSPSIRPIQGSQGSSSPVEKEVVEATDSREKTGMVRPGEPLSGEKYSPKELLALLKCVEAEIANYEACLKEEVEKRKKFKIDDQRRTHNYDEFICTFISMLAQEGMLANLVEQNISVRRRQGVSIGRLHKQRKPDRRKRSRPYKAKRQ
HePTP inh: blocks human HePTP tyrosine phosphatase; P35236; recombinant HePTP phosphatase activity, OD absorbance; inhibition, % at 20 µM; 110,000 compounds, 0.64% hits; AID 521; in the data active = inhibition above about 50%;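 note: plate controls were vehicle for no effect and reference inhibitor for full effect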
Target sequence (P35236 whole entry, looked up): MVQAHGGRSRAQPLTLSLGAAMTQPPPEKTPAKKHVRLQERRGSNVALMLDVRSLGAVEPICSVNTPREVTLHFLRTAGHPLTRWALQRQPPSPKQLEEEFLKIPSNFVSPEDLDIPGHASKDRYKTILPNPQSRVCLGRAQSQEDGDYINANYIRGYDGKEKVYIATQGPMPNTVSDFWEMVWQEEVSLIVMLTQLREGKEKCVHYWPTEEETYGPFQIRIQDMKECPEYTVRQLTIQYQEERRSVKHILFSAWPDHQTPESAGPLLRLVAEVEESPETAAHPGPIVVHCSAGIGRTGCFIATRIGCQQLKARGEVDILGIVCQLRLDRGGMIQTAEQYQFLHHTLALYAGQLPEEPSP
Starred values were filed as active, the others as inactive; · = no result given; & = joins results of further samples.

SMILES | BAP1 block | HePTP inh
Cc1ccc2nc(NC(=O)C3CC3c3ccccc3)sc2c1 (centres undefined) | · | 9
Cc1sc2ncn(CC(=O)NCCCC(=O)N3CCN(c4ncccn4)CC3)c(=O)c2c1C | 95 | -2
O=C(CSCc1ccccc1)Nc1ccc(Br)cc1C(=O)O | · | 6
CCCC(CCC)n1[nH]c(=O)c2c(C)cc(C)nc21 | · | 3
COc1ccc(/C=C/C(=O)NCc2ccc(OC)cc2)cc1 | · | 3
O=C1C2ON(c3ccccc3)C(c3ccc(F)cc3)C2C(=O)N1c1ccc(N2CCOCC2)cc1 (centres undefined) | · | -2
O=C(O)Cn1c(SCCOc2ccc(Cl)cc2)nc2ccccc21 | · | -17
Cc1ccc2nc(-c3ccccc3)cc(C(=O)O)c2c1 | 71 | 4
O=C(c1ccccc1F)N(c1ccccc1)C1C=CS(=O)(=O)C1 (centres undefined) | · | 4
CC1(C)CC(=O)C2=C(C1)Oc1ncn(CCCO)c(=N)c1C2c1ccccc1 (centres undefined) | 105 | 2
CCOC(=O)C1=C(C)N=C2SCCC(=O)N2C1c1ccc(C(=O)OC)cc1 (centres undefined) | 117 | -6
CCS(=O)(=O)N1CCC(C(=O)NCCCN2CCN(c3ccccc3F)CC2)CC1 | 108 | -4
CCOc1ccc(NC(=S)NCCc2ccc(S(N)(=O)=O)cc2)cc1 | · | -2
CCOC(=O)c1c(NC(=O)CCN2CCOCC2)sc2c1CC(C)(C)OC2 | 101 | 0
CCOC(=O)Nc1ccc2c(c1)N(C(=O)OC)c1ccccc1CC2 | 96 | 5
Cc1ccc(-n2c(Cc3cccn3C)nnc2SCC(=O)Nc2nnc(C)s2)cc1 | 97 | 1
Cc1cc(=O)oc2c(CN3CCN(C)CC3)c(O)c(Cl)cc12 | · | 14
Cc1ccc2oc(-c3cccc(NC(=O)COc4ccccc4[N+](=O)[O-])c3C)nc2c1 | · | -11
O=C(NCC1CCCO1)c1cnn2c(C(F)(F)F)cc(-c3ccc4c(c3)OCO4)nc12 (centres undefined) | · | -11
c1ccc2c(c1)OCC(c1csc(C3COc4ccccc4O3)n1)O2 (centres undefined) | · | 2
O=C(NC(=S)Nc1ccccc1O)c1ccc(Br)cc1 | · | 4
CCN(CCCNC(=O)CCNC(=O)Cn1cnc2ccccc2c1=O)c1ccccc1 | 104 | 4
COCCOC(=O)c1c(C)oc2ccc(NS(=O)(=O)c3ccc(F)cc3)cc12 | 94 | 6
O=C(O)c1ccccc1C(=O)c1cc([N+](=O)[O-])ccc1Cl | · | 1
Cc1ccc(CN2C(=O)CCC2C(=O)NCCCN2CCOCC2)cc1 (centres undefined) | 100 | 5
Cc1cc(C)nc(SCC(=O)N2CCC(C(N)=O)CC2)n1 | 92 | 4
CCOc1ccccc1N1CC(C(=O)Nc2ccccc2N2CCOCC2)CC1=O (centres undefined) | 103 | 4
CCCSc1nc2c(cnn2-c2ccc(F)cc2)c(=O)[nH]1 | 109 | -4
O=C(CN1CCOCC1)Nc1cc(Cl)ccc1Cl | 86 | -30
Cc1cccc(-n2c(CNC(=O)c3ccc(S(=O)(=O)N4CCCC4)cc3)n[nH]c2=S)c1 | 101&128 | 1
COc1cc(/C=C/C(=O)c2c(-c3ccccc3)c3cc(Br)ccc3[nH]c2=O)cc(OC)c1OC | · | 5
CCn1cc(C(=O)Nn2cnnc2)c(=O)c2ccc(C)nc21 | 98 | 5
Cc1noc(C)c1CSc1nnnn1-c1ccc(Cl)cc1 | 78 | 1
COc1cc(/C=N/NC(=O)CCNc2n[nH]c(=O)[nH]c2=O)cc(Br)c1O | · | 4
Cc1ccc(C(=O)Nc2ccccc2C(=O)N2CC(C)OC(C)C2)cc1 (centres undefined) | · | 0
C/C(=C/C(=O)C(F)(F)C(F)F)NCCN/C(C)=C\C(=O)C(F)(F)C(F)F | · | 4
CCN(Cc1ccccc1)S(=O)(=O)c1ccc(NC(C)=O)cc1 | · | -2
O=C(CSc1n[nH]c(-c2ccco2)n1)Nc1sc2c(c1C(=O)Nc1ccccc1)CCCC2 | · | 3
COc1ccc(C(=O)Nc2ccc(Br)cc2)cc1OC | · | -6
CCC(C)N(C(=O)Cn1nnc2ccccc21)C(C(=O)NCc1ccco1)c1cccc(OC)c1 (centres undefined) | 92 | 10

Filtered by structure, those above containing two or more sulfur atoms (4)
SMILES | BAP1 block | HePTP inh
CCOc1ccc(NC(=S)NCCc2ccc(S(N)(=O)=O)cc2)cc1 | · | -2
Cc1ccc(-n2c(Cc3cccn3C)nnc2SCC(=O)Nc2nnc(C)s2)cc1 | 97 | 1
Cc1cccc(-n2c(CNC(=O)c3ccc(S(=O)(=O)N4CCCC4)cc3)n[nH]c2=S)c1 | 101&128 | 1
O=C(CSc1n[nH]c(-c2ccco2)n1)Nc1sc2c(c1C(=O)Nc1ccccc1)CCCC2 | · | 3

Carrying on:
SMILES | BAP1 block | HePTP inh
Cc1cc(/C=C2\C(=O)NC(=O)N(c3ccc(Cl)cc3)C2=O)c(C)n1-c1cccnc1 | · | 0
Cc1ccc(N2C(=O)CC(N3CCc4ccccc4C3)C2=O)cc1 (centres undefined) | · | 0
CC(C)N(Cc1nc(-c2ccccc2)no1)S(=O)(=O)c1ccccc1 | 104 | -7
CCC1CCc2c(sc(NC(=O)c3ccccc3[N+](=O)[O-])c2C(=O)OC)C1 (centres undefined) | · | -8
O=c1cc(Nc2ccc3c(c2)OCCO3)[nH]c(=O)n1-c1ccc(Cl)cc1 | 95 | -15
Nc1sc2c(c1C(=O)NC1CCS(=O)(=O)C1)CCCC2 (centres undefined) | 82 | 8
O=C(NC(=S)Nc1cc([N+](=O)[O-])cc(Cl)c1O)c1ccc(Br)cc1 | · | 1
CCCN1CC=C2C(C#N)=C(N)C(C#N)(C#N)C(c3cc(OC)ccc3OC)C2C1 (centres undefined) | 92 | 6
CC1=C(c2ccccc2)[N+](=O)C(C)(c2ccc(C)cc2)N1[O-] (centres undefined) | · | 4
O=C1CC(N2CCN(c3ccccc3Cl)CC2)C(=O)N1c1ccc(F)cc1 (centres undefined) | 85 | -6
COc1ccc(C2C=C(c3ccc(C)cc3)Nc3ncnn32)cc1 (centres undefined) | 786 | 5
COc1ccc(-c2cc(=O)n3[nH]c(-c4ccc(Br)cc4)cc3n2)cc1 | · | -7
CCn1nnnc1SCC(=O)N1c2ccccc2CCc2ccccc21 | 86 | -2
O=C(Oc1ccc(Cl)c(Cl)c1)c1ccc([N+](=O)[O-])cc1 | · | 10
CCOC(=O)Cn1c(CN2CCOCC2)nc2c1c(=O)[nH]c(=O)n2C | 97 | 11
CCOC(=O)c1c(N)nc(C)n1-c1ccc(OC)cc1 | · | 11
CCOc1ccc(C(=O)Nc2c3c(nn2-c2ccc(C)cc2)CS(=O)C3)cc1OCC (centres undefined) | 94 | 7
CCn1c(=O)c2c(nc(SCC(=O)NCC3CCCO3)n2C)n(C)c1=O (centres undefined) | 109 | 3
COc1ccccc1NC(=O)c1ccccc1-c1ccccc1C(=O)O | · | 5
CCOC(=O)Cn1nc(-c2ccccc2)ccc1=O | 74 | 2

A draw from above in order of heavy-atom count, ascending:
SMILES | BAP1 block | HePTP inh
O=C(Oc1ccc(Cl)c(Cl)c1)c1ccc([N+](=O)[O-])cc1 | · | 10
COc1ccc(C2C=C(c3ccc(C)cc3)Nc3ncnn32)cc1 (centres undefined) | 786 | 5
COc1ccc(-c2cc(=O)n3[nH]c(-c4ccc(Br)cc4)cc3n2)cc1 | · | -7
CCn1c(=O)c2c(nc(SCC(=O)NCC3CCCO3)n2C)n(C)c1=O (centres undefined) | 109 | 3

(more compounds)
SMILES | BAP1 block | HePTP inh
Cc1cccc2cc(CN(CC3CCCO3)S(=O)(=O)c3ccccc3)c3nnnn3c12 (centres undefined) | 92 | 9
COc1cccc(C2C(C(=O)c3sc(C)nc3C)=C(O)C(=O)N2CCN(C)C)c1OC (centres undefined) | 85 | 5
COC(=O)c1c(-c2ccc(OC)cc2)csc1N | · | -12
O=C(O)C1CCCCC1C(=O)NC1CCCCC1 (centres undefined) | 107 | 8
Cn1c(NC(=O)c2ccc(F)c(F)c2)cc(=O)n(C)c1=O | 98 | 4
CCOC(=O)C1CCN(S(=O)(=O)c2c(C)[nH]c(=O)[nH]c2=O)CC1 | 112 | ·
COc1cc(/C=N/N2C(=O)CSC2=S)ccc1OCCOc1ccc(C)c(C)c1 | · | 12
CCCCNC(=O)c1cc(-c2ccc(OC)cc2)nc2ccccc12 | 176 | ·
CCc1ccc2[nH]c(=O)c(C(c3nnnn3Cc3ccccc3)N3CCOCC3)cc2c1 (centres undefined) | · | -1
CCn1ncc2c(OCc3ccc(C#N)cc3)cc(C)nc21 | 101 | -6

Reprinted from the entries so far, 2 compounds:
SMILES | BAP1 block | HePTP inh
CCc1ccc2[nH]c(=O)c(C(c3nnnn3Cc3ccccc3)N3CCOCC3)cc2c1 (centres undefined) | · | -1
CCn1ncc2c(OCc3ccc(C#N)cc3)cc(C)nc21 | 101 | -6

Other results
SMILES | BAP1 block | HePTP inh
N/C(=N\OC(=O)c1ccc(Br)cc1)c1ccc([N+](=O)[O-])cc1 | · | 7
CCN(CC)CCCCCCOc1ccc(C)c(C)c1 | · | -4
COc1ccc(S(=O)(=O)N2CCC(C(=O)Nc3cccc(C(C)=O)c3)CC2)cc1C | 127 | -5
COCCCNC(=O)c1cc(C(=O)OC)cc([N+](=O)[O-])c1 | · | 6
CCOc1cc(C(=O)Nc2cccc3c2C(=O)c2ccccc2C3=O)cc(OCC)c1OCC | 79 | -1
CC1=C(C(=O)OC2CCCC2)C(c2ccccc2)C2=C(CC(C)(C)CC2=O)N1 (centres undefined) | 89 | -6
CCC1=NN2C(=N)/C(=C/c3ccc(-c4cccc(C(=O)O)c4)o3)C(=O)N=C2S1 | · | 23
COc1ccccc1CNC(=O)c1cc2c(s1)CS(=O)(=O)C2 | 82 | -1
CCOC(=O)CN1CC23C=CC(O2)C(C(=O)Nc2ccc(F)cc2)C3C1=O (centres undefined) | 103 | 4
COc1cc(NC(=O)c2ccc(Cl)cc2)c(Cl)cc1N | · | -16
CS(=O)(=O)N(CC(=O)O)c1ccc(Cl)cc1 | · | 4
CCN(CC)CC(O)Cn1c2c(c3ccccc31)CCCC2=O (centres undefined) | · | 5
O=C(NCCCN1CCc2ccccc2C1)C1CCN(S(=O)(=O)N2CCCC2)CC1 | 108 | 11
CC(=O)Nc1nc(O)c(/C=C2/C(C)=Nc3ccccc32)s1 | · | 9
COc1ccccc1N1CCN(C(=O)c2c(Cl)cccc2Cl)CC1 | · | 6
COC(=O)c1ccc(C(c2c(N)n(CC(C)C)c(=O)[nH]c2=O)N2CCN(c3ccccc3)CC2)cc1 (centres undefined) | 78 | ·
Cc1ccc2nsnc2c1NC(=O)c1ccc(-c2cccc([N+](=O)[O-])c2)o1 | · | 10
CCN1C(=O)c2cccc3c(NC(=O)c4cccc(F)c4)ccc1c23 | 129 | ·
Nc1ccc2oc(-c3cccc4c(Br)cccc34)nc2c1 | · | -2
O=C(COc1ccc2ccccc2c1)Nc1ccc(I)cc1Cl | · | 3
O=C(NCCc1ccncc1)c1ccccc1F | 167 | 8
Cc1ccc(C(=O)CSc2nnc(COc3cccc4cccnc34)o2)cc1 | 91 | 10
O=C(CSCC(=O)NC1CC1)Nc1ccccc1 | 107 | -13
COc1ccc(CCNC2CC(=O)N(CCc3ccccc3)C2=O)cc1 (centres undefined) | · | -4
Cc1nc(C)c2c(c1C(F)(F)F)-c1ccccc1C2(F)F | 95 | -10
Cc1nc2ccc(S(=O)(=O)NCC(=O)O)cc2s1 | 90 | -2
Cc1nn(-c2ccc3nnc(Br)n3n2)c(C)c1Br | 100 | 4
Nc1nc(-c2ccc(Cl)cc2)c(-c2ccc([N+](=O)[O-])cc2)s1 | · | 12
O=C(Nc1ccc([N+](=O)[O-])cc1)c1ccc(Cl)cc1Cl | · | -8
COc1ccc(NC(=O)CN2CCC3(O)CCCCC3C2c2cc(OC)ccc2OC)cc1 (centres undefined) | 86 | -3
CSc1cccc(NC(=O)C2CCCN(S(=O)(=O)c3cnc[nH]3)C2)c1 (centres undefined) | 102 | 4
Clc1ccc(C2CC(c3cccs3)n3ncnc3N2)cc1Cl (centres undefined) | 69 | -16
O=S(=O)(c1ccccc1)c1nc(-c2cccs2)oc1NCCCn1ccnc1 | 71 | 8
CCCOc1cccc(C(=O)Nc2cccc(C(=O)Nc3ccccc3C(=O)O)c2)c1 | · | 8
COc1ccc(C(=O)Nc2ccc(-c3nc4ncccc4o3)cc2)cc1OC | 605 | ·
CC(C)Oc1nc(-c2ccccc2O)nc2ccccc12 | 86 | 10
CC(NC=O)c1ccc(Br)cc1 (centres undefined) | · | -14
O=C(N/C(=C/c1ccc(Cl)cc1)c1nc2ccccc2[nH]1)c1ccccc1 | · | 6
Cc1ccccc1-n1c(=O)cc(NCc2ccc3c(c2)OCO3)[nH]c1=O | 83 | 12
CCOC(=O)c1oc2c(c1C)/C(=N/OC(C)=O)CCC2 | · | 5
CC(=O)c1c(C)nn(C(=O)N2CCOCC2)c1C | 98 | 3
O=c1/c(=C/c2ccccn2)sc2n1CN(c1ccccc1)CN=2 | 118 | 8
COC(=O)c1c(C)oc2ccc(NS(=O)(=O)c3ccc(Cl)c([N+](=O)[O-])c3)cc12 | · | 11
Cc1ccc(NC(=O)C(=O)NCCC(C)C)c(C)c1 | · | 4
COc1ccc(/C=N/Nc2nc(Nc3ccccc3)nc(N3CCOCC3)n2)cc1Br | · | -3
COC(=O)/C=c1/sc2n(c1=O)CCN=2 | 100 | 6
Cc1cc(C(=O)CSc2n[nH]c(N)n2)c(C)n1-c1cccc(F)c1 | 95 | 10
CSc1ccc(S(=O)(=O)N(CC(=O)N2CCOCC2)c2ccc(C)cc2)cc1 | · | 1
Cc1cc(C)nc(/N=C2\NC(=O)CC(C(=O)O)N2c2ccc(Cl)cc2)n1 (centres undefined) | 98 | 13
Fc1ccc(-c2cnc[nH]2)cc1 | 84 | 2
More compounds follow:
SMILES | BAP1 block | HePTP inh
COc1cc2[nH]c(=S)n(C3CCCC3)c(=O)c2cc1OC | 98 | 2
O=C1NC2C(NC(=O)N2c2ccccc2)N1c1ccccc1 (centres undefined) | · | -10
O=[N+]([O-])c1cccc(S(=O)(=O)NCc2ccccc2Cl)c1 | · | 8
CCCCOc1ccc(C(=O)NCCOc2ccc(C)c(C)c2)cc1 | · | -5
